# sPLA2-III inh: Blocks human group III sPLA2 activity; Q9NZ20; QFRET BODIPY PC-A2 liposome hydrolysis, fluorescence; inhibition, % at 12.2 µM; 370,000 compounds, 0.56% hits; AID 743126;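 active = inhibition above mean plus 3 SD of compounds lying within the high and low control bounds, cut at about 19% in these data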;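 note: 0% = median of test compound wells and 100% = no enzyme DMSO wells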
# Target sequence (Q9NZ20 whole entry, looked up): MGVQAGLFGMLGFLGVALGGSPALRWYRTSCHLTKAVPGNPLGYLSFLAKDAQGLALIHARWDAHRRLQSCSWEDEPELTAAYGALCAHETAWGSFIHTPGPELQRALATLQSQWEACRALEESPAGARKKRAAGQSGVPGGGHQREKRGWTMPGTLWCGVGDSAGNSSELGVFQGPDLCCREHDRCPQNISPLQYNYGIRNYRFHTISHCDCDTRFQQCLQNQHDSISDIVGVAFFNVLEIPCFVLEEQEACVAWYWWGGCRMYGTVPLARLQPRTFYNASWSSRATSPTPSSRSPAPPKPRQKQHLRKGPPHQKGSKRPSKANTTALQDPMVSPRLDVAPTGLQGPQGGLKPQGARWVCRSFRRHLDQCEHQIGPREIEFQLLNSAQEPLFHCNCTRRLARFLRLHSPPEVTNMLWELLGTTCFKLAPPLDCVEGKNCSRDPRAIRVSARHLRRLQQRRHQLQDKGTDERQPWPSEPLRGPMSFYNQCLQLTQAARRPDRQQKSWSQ
# GAA850 FXN act: activators of GAA850 frataxin (FXN) promoter; 360,000 compounds, 0.56% hits; activation, % at 6 µM; HEK293 lucGAA850 FXN promoter luciferase reporter, 24 h; percent of 10 µM SAHA response;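 active = activation above the average of all compounds screened plus 3 SD, cutoff fixed separately per campaign, cut at about 7.5% in these data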;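 note: 0% = DMSO wells and 100% = 10 µM SAHA wells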
# SMARCA2 activ: activators of SMARCA2 function | MG213 cells, MMTV-luciferase reporter, dexamethasone, overnight | activation, % at 9.1 µM | 370,000 compounds, 1% hits | AID 652017; in the data active = activation above about 7.8%;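 note: 0% = vehicle wells and 100% = reference activator wells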
# DAX1 inh-1: NR0B1 (DAX1) inhibition | P51843 | 340,000 compounds, 0.99% hits | AID 504766 | inhibition, % at 6.75 µM | HEK293 Gal4-DAX1 luciferase reporter, luminescence;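 active = inhibition above the mean over all tested compounds plus 3 SD, cut at about 4.2% in these data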;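 note: 0% = DAX1-transfected cells with DMSO and 100% = empty-vector control cells with DMSO; inhibition shows as a rise in luminescence from relieved DAX1 repression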
# Target sequence (P51843 207-470 limits assumed): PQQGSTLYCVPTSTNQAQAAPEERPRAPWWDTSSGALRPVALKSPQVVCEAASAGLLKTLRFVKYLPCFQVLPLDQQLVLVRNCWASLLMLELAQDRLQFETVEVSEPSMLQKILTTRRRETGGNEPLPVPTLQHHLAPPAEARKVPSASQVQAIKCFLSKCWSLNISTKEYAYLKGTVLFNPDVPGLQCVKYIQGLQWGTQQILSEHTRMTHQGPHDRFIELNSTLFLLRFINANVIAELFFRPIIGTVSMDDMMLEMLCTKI
# DAX1 inh-2: inhibitors of DAX1 repression of SF-1 activated StAR promoter; HEK293T StAR-luciferase reporter, SF-1/DAX-1 repression relief; inhibition, % at 6.8 µM; 370,000 compounds, 1.1% hits; AID 652010;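 active = inhibition above the mean over all tested compounds plus 3 SD, cut at about 3.6% in these data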;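 note: 0% = DAX-1 cells with DMSO and 100% = cells lacking DAX-1 with DMSO; higher inhibition means more luminescence from relief of DAX-1 repression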
# hgDAF-12 ag: hgDAF-12 agonism, primary luciferase screen; HEK293 GAL4-hgDAF12 UAS-luciferase reporter, agonist luminescence; normalized to butyrate control; AID 687014; activation, % at 6.8 µM; 370,000 compounds, 1.8% hits;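 active = activation above a cutoff set at the mean of all screened compounds plus 3 SD, cut at about 10% in these data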;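 note: 0% = DMSO wells and 100% = sodium butyrate wells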
# hcDAF-12 act: activates DAF-12 receptor from parasite H. contortus | HEK293 hcDAF-12 lit1-tk-luc reporter, luminescence; 0% DMSO, 100% Δ7-dafachronic acid | activation, % at 6.8 µM | 370,000 compounds, 1.4% hits;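 active = activation above the mean of all tested compounds plus 3 SD, cut at about 5.5% in these data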;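 note: 100% = response to 3 µM Δ7-dafachronic acid high control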
# GC-A act: GC-A (human) enzyme activation; P16066; HEK293 GC-A cells, cGMP TR-FRET, EC30 ANP; 0% at EC30 ANP, 100% saturating ANP; activation, % at 10 µM; 370,000 compounds, 0.14% hits; AID 1671463; in the data active = activation above about 40%
# GC-B act: GC-B (human) receptor activation | activation, % at 10 µM | AID 1920062 | 370,000 compounds, 0.11% hits | P20594 | HEK293-GC-B cells, CNP EC30, cGMP TR-FRET; 0% at EC30 CNP, 100% saturating CNP;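 active = activation at 10 µM reaching about 35% in either raw or pattern-adjusted values, limit read from the data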
# ADAM10 inh: inhibitors of human ADAM10; recombinant ADAM10, EDANS/DABCYL FRET peptide cleavage, 3 h; inhibition, % at 7 µM; 370,000 compounds, 0.62% hits;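 active = inhibition above a per-campaign cutoff equal to the mean of compounds falling between control-based bounds plus 3 SD, cut at about 20% in these data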;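 note: 0% = DMSO wells while the 100% control is not disclosed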
# ssDAF-12 act: activates DAF-12 receptor from parasite S. stercoralis. HEK293 ssDAF-12/GRIP1 lit1-tk-luc reporter, luminescence; % of 3 µM dafachronic acid response. activation, % at 6.8 µM. 370,000 compounds, 1% hits;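 active = activation above the mean over all tested compounds plus 3 SD, cut at about 0.9% in these data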;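 note: 0% = DMSO-only wells and 100% = 3 µM delta7-dafachronic acid wells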
# An asterisk follows results filed as active; . = no result given.
SMILES,sPLA2-III inh,GAA850 FXN act,SMARCA2 activ,DAX1 inh-1,DAX1 inh-2,hgDAF-12 ag,hcDAF-12 act,GC-A act,GC-B act,ADAM10 inh,ssDAF-12 act
C[C@@H]1CN([C@H](C)CO)C(=O)c2c(c3ccccc3n2C)-c2ccccc2CO[C@@H]1CN(C)C(=O)Nc1ccccc1C(F)(F)F,-1.6,0.8,-3.3,0.0,2.4,1.5,-0.1,6.0,-0.1,6.0,-1.0
COc1cccc(CNC(=O)C2CCN(S(=O)(=O)c3ccc4c(c3)CC(C)N4C(C)=O)CC2)c1 (centres undefined),-3.7,0.9,-0.9,0.3,-1.2,-2.9,0.1,-3.4,-0.6,-0.2,-1.3
CC(C#N)(NC(=O)CN1CCN(S(=O)(=O)c2cc(C(F)(F)F)ccc2Cl)CC1)C1CC1 (centres undefined),-6.7,0.1,-1.3,4.5*,-1.6,-0.9,-1.5,-3.2,-0.1,-2.7,-1.1
COc1ccc(-c2noc(-c3cccnc3)n2)cc1OC,2.3,6.1,5.9,3.6,1.6,8.9,1.1,1.7,-0.7,-0.6,-1.0
Cc1nnc(N/N=C/c2ccc(Br)cc2)n1N,-7.1,-1.3,-2.6,-0.3,-1.8,-11.2,-2.9,0.3,-11.4,2.7,-1.4
C[C@@H]1CC=C[C@H]2[C@H]1C(=O)N(Cc1ccccc1)[C@H]2c1ccc(C(F)(F)F)cc1,1.8,2.5,-0.9,2.3,-0.6,-1.5,-2.8,-6.1,-0.1,2.6,-1.4
O=C(Nc1nsc(-c2ccccc2)n1)c1cccs1,-0.9,2.5,6.4,-0.3,4.5*,14.7*,2.9,0.9,3.9,-26.4,0.5
O=[N+]([O-])c1cccc(COc2ccccc2CN2CCCC2)c1,7.5,-0.6,-0.2,0.3,-0.3,1.1,1.3,-2.1,-4.7,-15.8,-1.0
CCNC(=O)NCc1c(C)c(C)n(Cc2ccccc2)c1-n1cccc1,4.2,2.2,-4.1,0.1,-0.1,-1.8,-1.0,-10.6,-0.3,-4.0,-1.6
CCOC(=O)c1cnc2c(C)cc(Cl)cc2c1NCCCN1CCOCC1,-1.1,-0.1,-2.9,-0.2,-0.7,0.2,-0.1,-0.1,-9.7,-3.0,-1.4
CCOc1ccc(N(CC(=O)NCc2ccc(OC)cc2)S(C)(=O)=O)cc1,-0.9,2.0,2.0,1.8,0.6,5.6,0.9,-0.9,-8.4,-4.5,-1.0
Nc1n[nH]c(C(F)(F)F)c1-c1ccccc1,9.2,-0.2,-0.3,0.0,0.2,3.5,-0.1,1.6,0.5,5.6,-2.1
O=C(Cc1c[nH]c2ccccc12)NCc1ccc(Cl)cc1,-58.3,1.4,1.9,1.2,0.1,-0.7,3.0,-1.6,-2.1,-0.6,0.0
C=CCNc1ncnc2ccc(Br)cc12,2.4,-4.4,-3.6,-1.1,-1.2,-0.1,-0.2,2.9,-1.0,0.4,-1.6
O=C1CCC(=O)N1CCC(=O)N(C(=O)NC1CCCCC1)C1CCCCC1,3.4,1.5,-1.4,0.9,-0.9,1.5,4.6,1.3,0.9,-8.4,-1.1
COC(=O)c1ccc(NS(=O)(=O)NC(=O)c2c[nH]c3ccccc23)cc1,8.9,-2.1,0.0,-0.4,-0.1,1.8,1.2,2.6,-1.7,-3.7,-0.1
CC1(C(=O)NS(=O)(=O)c2cccc(OC(F)F)c2)CCN1C(=O)Cc1cccs1 (centres undefined),10.7,-1.1,-1.5,.,0.7,1.5,1.8,2.7,4.8,0.6,-2.0
Cc1cccc(C)c1-n1nnnc1C1(C)CCC(=O)N1Cc1cccc(C(F)(F)F)c1 (centres undefined),-2.0,.,-2.1,.,-0.4,-4.9,-1.4,-11.4,-8.8,-0.2,-1.3
O=C(/C=C/c1ccc([N+](=O)[O-])cc1)NCc1ccc2c(c1)OCO2,1.7,-0.7,-1.4,-0.1,-0.7,-1.6,-0.9,-2.7,4.1,-0.2,-1.8
Cc1ccsc1C(=O)NCCc1ccc(S(N)(=O)=O)cc1,2.3,-0.5,-1.6,-1.8,0.1,0.5,2.8,2.0,-2.9,-7.2,-0.6
CC(C)CNC(=O)C(=O)NCC1OCCCN1S(=O)(=O)c1ccc2c(c1)OCCO2 (centres undefined),4.0,-0.5,-0.6,0.2,-1.3,2.8,-2.0,1.9,3.6,-11.4,-1.3
NC(=O)c1c(NC(=O)C2COc3ccccc3O2)sc2c1CCN(Cc1ccccc1)C2 (centres undefined),-7.2,-1.0,-0.7,-0.6,-0.1,0.9,-0.6,-2.5,7.1,-36.7,-2.6
Cc1ccccc1NC(=O)CSc1nnc(NC(=O)c2ccco2)s1,1.6,1.2,-2.3,1.0,2.7,0.5,-0.2,-1.1,0.0,-2.8,-0.9
CCc1cccc(CC)c1-n1c(SCC(=O)c2c(N)n(C)c(=O)n(C)c2=O)nnc1-c1cccnc1,-0.5,0.3,-1.1,-0.1,-0.1,-1.3,-1.0,-2.2,-8.7,-1.4,-1.3
COC(=O)c1c(N)sc(C(C)=O)c1C,-1.2,1.1,-0.4,1.1,0.2,0.4,0.4,-1.4,1.2,-4.8,-0.8
# Continuation:
SMILES,sPLA2-III inh,GAA850 FXN act,SMARCA2 activ,DAX1 inh-1,DAX1 inh-2,hgDAF-12 ag,hcDAF-12 act,GC-A act,GC-B act,ADAM10 inh,ssDAF-12 act
C/C(CC(=O)Nc1ccc([N+](=O)[O-])cc1)=N\NC(=O)c1ccccc1[N+](=O)[O-],-12.3,0.9,-2.4,0.0,0.7,0.3,-0.7,1.7,-2.4,18.1,-1.3
CN(C)c1ccc(C=c2c3ccccc3n3c2cc(-c2ccc(Cl)cc2)[n+]3C)cc1,47.6*,-8.1,-8.8,-1.6,-5.5,-4.2,-1.5,-11.7,-3.4,-30.6,-1.9
COCCNC(=S)N/N=C(\C)c1ccc(Cl)s1,6.7,-2.4,-0.4,0.7,-0.6,1.4,-1.2,-0.6,-3.4,5.9,-1.3
O=C(NCCN1CCCC1=O)Nc1ccccc1,3.2,-1.6,-3.9,0.4,-1.0,0.1,0.3,1.7,6.0,-0.6,-1.2
Cc1ccccc1Oc1ccc(S(=O)(=O)NCCC(=O)O)cc1,-3.9,-0.3,-2.7,0.3,-0.2,-0.5,0.5,6.1,0.4,-12.4,-1.5
CCc1ccc2c(c1)c1nnc(NN)nc1n2CC,6.5,-2.6,-1.1,-1.1,0.0,-0.4,1.7,1.3,2.0,-6.6,-1.5
Oc1ccc(Oc2ccc3c(C(F)(F)F)cc(C(F)(F)F)nc3n2)cc1,-33.6,-10.1,-4.0,-2.9,-2.7,-0.6,-2.0,-0.9,6.4,7.8,-1.5
COc1ccc(N2CC(NS(=O)(=O)c3cccs3)CC2=O)cc1OC (centres undefined),2.9,0.0,-0.2,1.0,-0.3,0.1,-0.2,-3.0,1.3,-4.0,-0.6
COc1cc(C(=O)Nc2ccc(NC(=O)c3ccco3)nc2)cc(OC)c1OC,0.6,-0.1,-3.5,0.2,-1.3,-2.7,-2.8,1.6,2.8,2.5,-1.0
C[C@@H]1CN([C@@H](C)CO)C(=O)c2cc(NC(=O)c3ccccc3)ccc2O[C@@H](C)CCCCO[C@@H]1CN(C)S(=O)(=O)c1ccc(F)cc1,-21.1,-2.8,2.2,-0.1,0.0,-0.9,0.3,-3.9,4.2,1.5,-1.2
Cc1cc2cc(CCNC(=O)CCCc3ccccc3)c(=O)[nH]c2cc1C,-0.6,7.2,-2.0,0.3,-0.6,-2.0,-3.0,-7.8,-5.3,-21.8,-1.5
Cn1cccc1C(=S)N=P(C1CCCCC1)(N1CCOCC1)N1CCOCC1,8.4,1.4,-2.9,0.1,0.4,2.3,-0.8,-0.8,-1.7,0.9,-0.4
CCCCNC(=O)C1(NC(=O)Nc2ccccc2)CCCCC1,2.1,-1.8,1.9,1.4,-1.0,-0.4,-1.1,-3.1,6.4,-4.7,-0.7
CCc1ccc(NC(=O)COc2ccc(Br)cn2)cc1,-7.8,0.8,1.3,-0.8,-0.6,1.1,-1.2,-0.8,-1.5,4.1,-2.2
CCC(O)CNC(=O)NC(=C(Cl)Cl)c1ccc(C)c(F)c1 (centres undefined),-1.0,0.3,2.3,0.2,-1.1,1.1,-2.2,0.0,-6.7,4.5,-1.6
CC1CCCN(C(=O)C(C)Sc2nc(-c3ccccc3)cc(C(F)(F)F)n2)C1 (centres undefined),5.6,-0.6,-1.5,-0.6,0.0,-3.3,-2.6,2.3,1.8,3.7,-2.2
COc1ccccc1NC(=O)CSc1ncc(CO)n1Cc1ccc(F)cc1,0.5,-0.2,0.0,1.5,-0.7,-0.3,-1.6,1.2,-4.3,-2.1,-1.6
Cc1sc2nc(CSc3nc4ccccc4s3)[nH]c(=O)c2c1C,-9.7,.,2.2,.,-0.1,2.7,0.3,-0.6,0.5,-4.8,-0.6
COc1ccc(C(=O)NCCS(=O)(=O)N2CCC3(CC2)OCCO3)cc1,-0.9,-1.4,-1.7,0.2,-0.6,-2.4,-0.5,-0.3,0.5,0.1,-0.8
CCC(C)NC(=O)C1CCN(C(=O)COc2ccc3c4c(c(=O)oc3c2C)CCCC4)CC1 (centres undefined),-1.9,3.1,-3.6,0.6,-0.4,-0.7,0.2,2.5,-2.5,-29.9,-1.2
COc1ccc(-c2cc3ccccc3n2CC(O)CN2CCOCC2)cc1 (centres undefined),-8.3,-1.9,0.9,1.2,-0.4,-1.0,-0.7,-6.4,4.2,-6.3,-1.1
CCCCOc1ccc(C(=O)NCC(=O)NCC(c2ccco2)N2CCCCC2)cc1 (centres undefined),0.3,-0.6,-2.0,-0.6,0.5,-2.2,0.8,2.4,1.4,-10.5,-1.2
COc1cccc(-n2c(=S)sc3c(=O)n(-c4ccccc4C)c(SCC(=O)O)nc32)c1,-11.9,1.9,-1.1,-0.9,0.2,0.9,-0.8,2.1,-2.6,9.2,-0.4
CCOC(=O)C1(Cc2ccccc2C(F)(F)F)CCN(Cc2ccc(COC)o2)CC1,-11.6,-1.9,-3.9,-1.9,-2.1,-5.9,-4.8,-3.8,-3.8,16.1,-2.5
COc1ccc(C(C(=O)NC2CCCC2)N(C(=O)c2csnn2)C2CC2)cc1 (centres undefined),-1.4,1.2,-1.1,1.3,-0.1,-0.7,2.1,-10.3,-9.5,3.2,-1.0
O=C(NC1CC1)c1cccc(Nc2ccc(-c3ccc4c(c3)OCCO4)nn2)c1,6.3,0.0,7.1,-1.2,-1.1,4.8,0.0,11.5,3.0,1.1,-1.6
COCCCN1CC(=O)N2C(c3cccc(OC)c3)c3[nH]c4ccccc4c3C[C@H]2C1=O (some centres undefined),-7.6,-1.7,-1.4,-0.4,-0.7,-4.5,0.2,-19.4,-11.6,-8.4,-1.0
CCOc1ccccc1NC=C1C(=O)OC(C)(C)OC1=O,4.0,1.8,0.0,-0.1,0.1,1.4,1.1,0.0,-1.1,-6.1,-1.9

# Rows are unselected (roughly 6.6% active in at least one column).
